pPAFAH inh: pPAFAH (human) enzyme inhibition; Q13093; recombinant pPAFAH, FP-rhodamine probe fluorescence polarization; inhibition, % at 3.39 µM; 1.5% of 330,000 active;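 active = inhibition above the mean inhibition across the screen plus 3 SD, cut at about 25% in these data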;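 also: inhibitors block binding of the rhodamine activity-based probe so polarization drops; 0% = enzyme with DMSO and 100% = wells lacking pPAFAH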
Target sequence (Q13093 whole entry, looked up): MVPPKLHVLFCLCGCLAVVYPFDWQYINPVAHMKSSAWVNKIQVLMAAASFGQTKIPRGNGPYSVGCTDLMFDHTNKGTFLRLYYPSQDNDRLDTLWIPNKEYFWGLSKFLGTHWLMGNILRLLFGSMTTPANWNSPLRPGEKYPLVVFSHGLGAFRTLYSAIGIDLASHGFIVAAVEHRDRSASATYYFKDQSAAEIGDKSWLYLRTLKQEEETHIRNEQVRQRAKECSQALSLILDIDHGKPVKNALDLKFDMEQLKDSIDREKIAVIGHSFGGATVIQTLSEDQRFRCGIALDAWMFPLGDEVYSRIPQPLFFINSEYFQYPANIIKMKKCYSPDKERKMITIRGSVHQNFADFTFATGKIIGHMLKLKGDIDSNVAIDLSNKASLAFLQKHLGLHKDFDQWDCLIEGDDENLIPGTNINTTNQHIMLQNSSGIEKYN
GSTO1 inh: blocks human GSTO1 in RBBP9 counter-screen. inhibition, % at 5.96 µM. 1.1% of 300,000 active. recombinant GSTO1, activity-based probe fluorescence polarization. P78417. AID 1974;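 active = inhibition above the campaign mean inhibition plus 3 SD, cut at about 35% in these data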;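 also: 0% = GSTO1-1 with DMSO and 100% = wells lacking GSTO1-1 enzyme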
PME-1 primary: blocks human protein phosphatase methylesterase 1; 0.53% of 320,000 active; recombinant PME-1, FP-Rh probe fluorescence polarization; Q9Y570; inhibition, % at 5.9 µM;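 active = inhibition above the campaign mean of all compounds plus 3 SD, cut at about 26% in these data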;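 also: competitive labeling of PME-1 active site by serine hydrolase directed probe; 0% = PME-1 with DMSO and 100% = wells lacking PME-1 enzyme; inhibitors block probe labeling so polarization falls and inhibition rises; many of its hits are not listed in these tables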
Target sequence (Q9Y570 whole entry, looked up): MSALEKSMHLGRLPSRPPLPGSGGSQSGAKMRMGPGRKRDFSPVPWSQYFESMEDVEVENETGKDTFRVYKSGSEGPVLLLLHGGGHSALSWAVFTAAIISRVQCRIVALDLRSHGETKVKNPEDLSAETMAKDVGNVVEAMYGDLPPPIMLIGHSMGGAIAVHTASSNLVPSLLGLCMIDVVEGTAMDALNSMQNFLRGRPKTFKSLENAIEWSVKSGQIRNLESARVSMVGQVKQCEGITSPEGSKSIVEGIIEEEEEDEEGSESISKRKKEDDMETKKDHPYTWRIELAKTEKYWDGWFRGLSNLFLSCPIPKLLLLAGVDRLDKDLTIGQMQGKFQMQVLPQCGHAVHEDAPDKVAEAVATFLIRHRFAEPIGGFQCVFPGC
PAFAH1B3 inh: inhibitors of human PAFAH1B3; recombinant PAFAH1B3, FP-rhodamine probe, fluorescence polarization; Q15102; 0.28% of 340,000 active; inhibition, % at 3.39 µM;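 active = inhibition above the screen-wide average of all tested compounds plus 3 SD, cut at about 25% in these data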;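 also: 0% = enzyme with DMSO only and 100% = wells lacking PAFAH1B3 protein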
PAFAH1B2 FP inh: blocks human PAF acetylhydrolase 1b catalytic subunit 2; AID 492953; 1.2% of 340,000 active; inhibition, % at 3.39 µM; recombinant PAFAH1B2, FP-rhodamine activity probe, fluorescence polarization; P68402;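 active = inhibition above the mean of all tested compounds plus 3 SD, cut at about 24% in these data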;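 also: 0% = enzyme with DMSO and 100% = wells lacking PAFAH1B2; many of its hits are not listed in these tables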
PAFAH2 FP inh: PAFAH2 (human) inhibition | recombinant PAFAH2, FP-rhodamine activity probe, fluorescence polarization | inhibition, % at 3.39 µM | 0.99% of 340,000 active | AID 492956;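 active = inhibition above the mean over all tested compounds plus 3 SD, cut at about 30% in these data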;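 also: inhibitors block probe labeling of enzyme so polarization drops; 0% = enzyme with DMSO and 100% = wells lacking PAFAH2 protein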
LYPLA2 counter: blocks human lysophospholipase 2, a PME1 counter-screen; O95372; inhibition, % at 5.9 µM; 0.38% of 320,000 active; AID 2177; recombinant LYPLA2, FP-Rh probe fluorescence polarization;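 active = inhibition above the screen-wide mean plus 3 SD, limit set per campaign, cut at about 26% in these data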;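 also: 0% = LYPLA2 with DMSO and 100% = wells lacking LYPLA2 enzyme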
PAD4 inh: blocks human protein arginine deiminase 4 | inhibition, % at 6.36 µM | AID 485272 | Q9UM07 | recombinant PAD4, RCA probe fluorescence polarization | 0.41% of 330,000 active;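 active = percent inhibition above a cutoff equal to the mean of all tested compounds plus 3 SD, cut at about 15% in these data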;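 also: 0% = PAD4 with RCA probe and DMSO and 100% = probe without PAD4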
LYPLA1 inh: blocks human lysophospholipase 1, a PME1 counter-screen | O75608 | recombinant LYPLA1, FP-Rh probe fluorescence polarization | inhibition, % at 5.9 µM | 0.16% of 320,000 active;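 active = inhibition above the mean of all tested compounds plus 3 SD, set per campaign, cut at about 14% in these data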;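 also: inhibitors block serine hydrolase probe labeling of LYPLA1 so polarization falls; 0% = enzyme with DMSO and 100% = wells lacking LYPLA1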
Target sequence (O75608 whole entry, looked up): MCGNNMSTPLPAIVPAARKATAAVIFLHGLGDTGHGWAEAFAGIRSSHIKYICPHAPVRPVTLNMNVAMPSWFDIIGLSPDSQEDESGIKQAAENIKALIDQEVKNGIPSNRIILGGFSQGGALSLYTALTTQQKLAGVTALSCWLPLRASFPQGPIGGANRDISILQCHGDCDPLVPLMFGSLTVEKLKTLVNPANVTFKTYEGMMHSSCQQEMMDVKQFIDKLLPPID
Starred values were filed as active, the others as inactive; x = not tested or not shown; & = joins results of further samples.

item	compound	pPAFAH inh	GSTO1 inh	PME-1 primary	PAFAH1B3 inh	PAFAH1B2 FP inh	PAFAH2 FP inh	LYPLA2 counter	PAD4 inh	LYPLA1 inh
1	Cc1cc(=O)oc(C)c1C(=O)NCc1ccccn1	-1	-3	-5	4	2	-6	-2	-3	-3
2	Cc1nc2ccccc2c(=O)n1NC(=O)c1ccccc1Br	-1	-2	0	2	-6	3	-1	-7	1
3	CN(CC(=O)Nc1ccc(OC(F)(F)F)cc1)C(=O)Cc1c(Cl)cccc1Cl	-2	-1	2	1	4	-4	-6	-2	-10
4	CC[C@]12c3[nH]c4ccc(OC)cc4c3CCN1C(=O)C(CC(=O)NCCc1ccccn1)C[C@@H]2C(=O)N1CCN(C(=O)C2CC2)CC1 (some centres not stated)	-1	x	x	10	1	-10	x	1	x
5	O=C(NN=C1CCCCC1)c1ccccc1-n1cccc1	7	0	-4	-1	2	-4	-2	-1	0
6	O=C1CSC(c2ccccc2)N1CC(O)c1ccc([N+](=O)[O-])cc1 (configuration not stated)	-1	1	3	6	8	2	0	-8	0
7	CCCCN(C)C(=O)c1cc2cc3cc(OC)ccc3nc2o1	1	-4	2	0	2	-5	1	6	-3
8	CCC(Oc1ccccc1)C(=O)N1CCN(S(=O)(=O)c2ccccc2)CC1 (configuration not stated)	0	x	6	5	11	-4	5	-1	0
9	C=CCc1ccccc1OCC(O)CNC (configuration not stated)	-6	4	-2	1	1	0	2	3	1
10	Cc1cc(C(=O)CSc2nnnn2-c2ccc(O)cc2)c(C)n1Cc1ccc2c(c1)OCO2	-16	-3	-33	-9	-7	-30	-39	-10	-32
11	NC(=O)NC(Cc1ccccc1)C(=O)NNC(=O)COc1ccccc1Cl (configuration not stated)	4	x	x	9	3	7	x	2	x
12	O=C(Cn1cnc2ccccc21)NCc1ccccc1	-4	5	4	1	3	-5	7	-2	0
13	Cc1ccc(NC(=O)c2c([N+](=O)[O-])c(C(C)(C)C)nn2C)cc1	11	13	2	4	8	6	8	-2	3
14	CC1(OC(=O)c2ccc(Cl)nc2)C(=O)C=C2C=C3CCCN3C=C2C1=O (configuration not stated)	15	35*	1	14	11	12	-2	-5	-1
15	Cc1cc(-c2csc(NC(=O)C3=COCCO3)n2)c(C)n1C	15	4	-5	5	4	0	-6	1	-6
16	CCCCC(C(=O)NC1CCCC1)N(C(=O)c1snc(C(N)=O)c1N)c1ccc(F)cc1 (configuration not stated)	5	3	7	8	-6	-3	5	1	0
17	O=C(NCCS(=O)(=O)NCCCc1ccccc1)c1ccccc1	2	-7	1	0	1	3	7	-6	5
18	CCC(C)NC(=O)C1CCCN(C(=O)NC2CCCCC2)C1 (configuration not stated)	1	5	-5	1	-2	10	-1	-4	-6
19	COc1cccc(-c2cc(C(=O)NCCCn3ccnc3)c3ccccc3n2)c1	3	-5	-3	8	5	-9	3	-2	0
20	CSC1=N/C(=C/c2cccnc2)C(=O)N1Cc1ccc(Cl)cc1	4	-3	7	6	5	-2	-1	2	-3
21	Cc1nnc(SCC(=O)NC2CCCCCC2)n1N	-3	x	6	5	-1	1	3	-2	3
22	CCN(c1ccccc1)S(=O)(=O)c1ccc(C(C(=O)OC)C(=O)OC)c([N+](=O)[O-])c1	10	4	5	8	20	7	2	-1	-2
23	O=C(NCC(c1ccco1)N1CCN(c2ccccc2F)CC1)C(=O)NC1CC1 (configuration not stated)	-1	-3	0	7	3	2	1	-2	3
24	CCn1c(N)c(C(N)=O)sc1=S	4	3	0	3	0	1	-4	-1	-1
25	O=C(NC(C(=O)c1ccccc1)n1cnccc1=O)c1ccccc1 (configuration not stated)	-3	-2	4	-1	-5	2	-2	1	0
26	Cc1cc(C(=O)CN2C(=O)C(=O)N(C3CCCC3)C2=O)c(C)n1CCc1ccc(F)cc1	10	x	-4	-1	13	-3	3	-4	3
27	O=C(C1CCCN1C(=O)c1cccs1)N1CCN(S(=O)(=O)c2ccc(F)cc2)CC1 (configuration not stated)	2	x	5	11	29*	-3	-3	0	-2
28	CCOC(=O)C1CCCN(S(=O)(=O)c2ccc3c4c(cccc24)C(=O)N3CC)C1 (configuration not stated)	3	x	3	9	6	3	7	-7	-1
29	O=C(CN(C(=O)CNS(=O)(=O)c1ccc(F)cc1)c1ccccc1F)NCc1ccco1	2	1	2	10	4	14	3	-8	-1
30	COc1cc(Br)cc(/C=N/NC(=O)Cc2ccc(C(F)(F)F)cc2[N+](=O)[O-])c1O	9	2	-8	8	-2	13	-7	-6	-1

Arranged by value in PAFAH1B2 FP inh (low to high): some entries from above.
item | mol | PAFAH1B2 FP inh
17 | O=C(NCCS(=O)(=O)NCCCc1ccccc1)c1ccccc1 | 1
15 | Cc1cc(-c2csc(NC(=O)C3=COCCO3)n2)c(C)n1C | 4
26 | Cc1cc(C(=O)CN2C(=O)C(=O)N(C3CCCC3)C2=O)c(C)n1CCc1ccc(F)cc1 | 13

The listing picks up; the two compounds before the break are reprinted first.
item	compound	pPAFAH inh	GSTO1 inh	PME-1 primary	PAFAH1B3 inh	PAFAH1B2 FP inh	PAFAH2 FP inh	LYPLA2 counter	PAD4 inh	LYPLA1 inh
29	O=C(CN(C(=O)CNS(=O)(=O)c1ccc(F)cc1)c1ccccc1F)NCc1ccco1	2	1	2	10	4	14	3	-8	-1
30	COc1cc(Br)cc(/C=N/NC(=O)Cc2ccc(C(F)(F)F)cc2[N+](=O)[O-])c1O	9	2	-8	8	-2	13	-7	-6	-1
31	CCCCN(C)CCNC(=O)c1nn(-c2ccc(OC)cc2)c(=O)c2c1c1ccccc1n2C	6	1	-2	-6	2	-1	-1	-7	-1
32	N#Cc1cnn(-c2nc3sc4c(c3c(=O)[nH]2)CCCC4)c1N	-4	6	-5	5	3	3	1	-6	1
33	COc1ccc(C(=S)N2CCCC2)cc1Br	5	4	3	3	-1	2	1	0	-3
34	COc1ccc(OC)c(S(=O)(=O)N(C)CC(=O)N2CCCCC2)c1	-1	3	-2	-3	-2	1	7	-3	-3
35	COc1ccc(N2C(S)=C(C#N)C(=O)NC2c2ccc(OC)c(OC)c2)cc1 (configuration not stated)	4	-2	2	-1	6	0	3	2	0
36	O=C(CCC(=O)c1cccs1)NCc1ccc(Cl)cc1	3	8	-4	-1	8	5	6	4	-1
37	O=C(O)c1cc(=O)c2c(Cl)cc(Cl)cc2[nH]1	3	-1	-6	7	-4	6	-5	1	-4
38	O=C(Nc1cccc(NC(=O)C2CC3CCCC(C2)C3=O)n1)C1CC2CCCC(C1)C2=O (configuration not stated)	-1	2	0	3	2	-4	2	-4	1
39	CCC(=O)N1CCc2cc(S(=O)(=O)NCCC(=O)NCc3ccccc3OC)ccc21	5	0	6	-4	-5	0	5	-2	-1
40	COc1ccc(Cl)cc1NC(=O)CCn1c(=O)oc2ccccc21	1	-3	-4	16	5	2	-3	-1	0
41	COc1cc2nc(/C=C/c3cc(OC)c(OC)c(OC)c3)sc2cc1SC	6	-4	7	6	-5	0	-2	-12	-3
42	Cc1ccc(Cl)c(OCC(=O)Nc2ccccc2N2CCCCC2)c1	5	6	2	-5	6	5	-2	-4	0
43	CN1CCN(C(=O)CNC(=O)C23CC4CC(CC(C4)C2)C3)CC1	4	x	x	4	-1	5	x	-3	x
44	CCCN(CCC)Cc1c(C(=O)N/N=C/c2ccc(C)o2)nnn1-c1nonc1N	4	-5	0	5	3	0	1	3	7
45	Cc1ccc(Cl)c(Nc2ccccc2C(=O)O)c1Cl	9&10	3	0	7&13	12&9	11&16	12	2&1	2
46	Cc1ccc(-c2csnn2)cc1	5	-3	1	1	8	-13	-1	2	0
47	O=[N+]([O-])c1cc(-c2nnc(C34CC5CC(CC(C5)C3)C4)o2)cc([N+](=O)[O-])c1	7	-10	-6	6	3	-2	7	-1	2
48	COC(=O)C1=NN(C(=O)c2ccc(Cl)cc2)C(O)(c2ccccc2)C1 (configuration not stated)	3	4	6	-1	6	-5	-1	-5	-1
49	COCCNC(=S)N/N=C(\C)c1ccc(Cl)s1	2	6	1	9	5	2	-2	-1	-4
50	CCCCN(C(=O)C1CC(=O)N(c2ccc3c(c2)OCCO3)C1)c1c(N)n(CCCC)c(=O)[nH]c1=O (configuration not stated)	2	8	-1	-2	-2	-2	-4	3	-1
51	CN(NC(=S)Nc1ccc(OC(F)F)cc1)C(=S)Nc1ccc(OC(F)F)cc1	1	1	9	-1	-5	-1	-1	9	-2
52	COC(=O)C1CCN(S(=O)(=O)CCNC(=O)c2cccc(OC)c2)CC1	5	-3	2	5	2	6	5	1	1
53	COC(=O)c1ccc(NC2c3ncccc3C(=O)N2Cc2cccs2)cc1 (configuration not stated)	5	6	0	10	1	-2	3	-7	0
54	CC(=O)NC(c1cccs1)c1cc(F)c2cccnc2c1O (configuration not stated)	4	x	4	14	1	6	5	-3	1
55	CCn1c(=O)n(CC)c2cc(S(=O)(=O)Nc3c(C)cccc3C)ccc21	9	-1	1	-7	1	4	6	4	1
56	CCc1cccc(NC(=O)CS(=O)Cc2nc(-c3ccc(C)cc3)oc2C)c1 (configuration not stated)	2	7	2	3	22	-4	-4	0	-3
57	COc1ccccc1CNC(=O)COC(=O)CSc1ccc(F)cc1	20	2	2	1	6	10	4	-6	1
58	Cc1ccc(S(=O)(=O)N2CCN(C(=O)N(c3ccccc3)c3ccccc3)CC2)cc1	4	-5	5	3	26*	12	1	-2	-1
59	CCOC(=O)N1CCC(NC(=O)c2ccc(CS(=O)(=O)c3ccccc3C)o2)CC1	1	0	7	-5	2	-8	0	1	4
60	CC(C)OC(=O)/C(=C/c1ccc(Br)cc1)NC(=O)c1ccco1	-1	0	-1	10	4	-5	-4	4	-2

Reprinted at random: 7 records from the list
item	compound	pPAFAH inh	GSTO1 inh	PME-1 primary	PAFAH1B3 inh	PAFAH1B2 FP inh	PAFAH2 FP inh	LYPLA2 counter	PAD4 inh	LYPLA1 inh
41	COc1cc2nc(/C=C/c3cc(OC)c(OC)c(OC)c3)sc2cc1SC	6	-4	7	6	-5	0	-2	-12	-3
51	CN(NC(=S)Nc1ccc(OC(F)F)cc1)C(=S)Nc1ccc(OC(F)F)cc1	1	1	9	-1	-5	-1	-1	9	-2
39	CCC(=O)N1CCc2cc(S(=O)(=O)NCCC(=O)NCc3ccccc3OC)ccc21	5	0	6	-4	-5	0	5	-2	-1
40	COc1ccc(Cl)cc1NC(=O)CCn1c(=O)oc2ccccc21	1	-3	-4	16	5	2	-3	-1	0
47	O=[N+]([O-])c1cc(-c2nnc(C34CC5CC(CC(C5)C3)C4)o2)cc([N+](=O)[O-])c1	7	-10	-6	6	3	-2	7	-1	2
60	CC(C)OC(=O)/C(=C/c1ccc(Br)cc1)NC(=O)c1ccco1	-1	0	-1	10	4	-5	-4	4	-2
43	CN1CCN(C(=O)CNC(=O)C23CC4CC(CC(C4)C2)C3)CC1	4	x	x	4	-1	5	x	-3	x

Some of the compounds tested; count on the stated rates, not on these rows.
